OXTR potentiate = human OXTR potentiators, primary screen, fluorescence, CHO-OTR cells, Fluo-8 calcium. Oxytocin receptor (Homo sapiens), P30559. actives 0.061% (n = 320,000). Fluo-8 calcium fluorescence, potentiator mode; 0% = oxytocin EC15, 100% = EC100. activation, % at 3 µM;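 active means activation above that plate's cutoff, the mean activation of tested compounds plus 3 SD, cut at about 6.6% in these data, passing the limit was not always enough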;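 further: 100% uses oxytocin at 75 nM as the full agonist control; some results filed as inactive read as strong as hits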
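System: human OTR in CHO cells / Also added: sub-maximal oxytocin, roughly EC15 / Control set: EC15 oxytocin low, 75 nM oxytocin high / Schedule: 6 min compound pre-incubation at room temperature, 100 s kinetic read / Compound: single-point 3.0 µM / Replication: singlicate / Technique: Fluo-8 calcium dye fluorescence / Read-out basis: % activation of max/min ratio relative to oxytocin controls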
CHRM1 agonist = human M1 muscarinic receptor agonists, primary screen, Fluo-8 calcium fluorescence, CHO-K1 cells, HTS | CHO-K1 hM1, agonist mode; 0% DMSO, 100% acetylcholine EC100 | activation, % at 3 µM | actives 0.33% (n = 360,000) | AID 588814, 2011;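 active means activation above the run's mean compound activation plus 3 SD, cut at about 16% in these data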;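 further: peak over basal fluorescence ratio within a 140 s kinetic read after compound addition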
Target sequence (P11229 whole entry, looked up): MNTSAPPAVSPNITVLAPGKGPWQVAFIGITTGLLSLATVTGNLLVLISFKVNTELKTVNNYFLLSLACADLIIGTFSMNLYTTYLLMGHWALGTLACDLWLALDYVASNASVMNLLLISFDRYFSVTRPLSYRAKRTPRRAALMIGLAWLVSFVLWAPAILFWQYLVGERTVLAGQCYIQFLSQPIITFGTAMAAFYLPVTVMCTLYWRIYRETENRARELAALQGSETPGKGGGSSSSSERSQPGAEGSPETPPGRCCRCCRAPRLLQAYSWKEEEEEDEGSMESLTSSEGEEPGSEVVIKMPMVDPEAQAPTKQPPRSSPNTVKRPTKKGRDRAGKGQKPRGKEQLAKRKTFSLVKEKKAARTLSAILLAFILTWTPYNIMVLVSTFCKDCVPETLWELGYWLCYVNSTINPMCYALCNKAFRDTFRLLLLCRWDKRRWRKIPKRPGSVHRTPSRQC
CHO-K1 Ca antag = counter-screen for M1 antagonists: effect in parental CHO-K1 cells | ATP-induced calcium, Fluo-8 fluorescence | inhibition, % at 3 µM | actives 0.6% (n = 360,000);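 active means inhibition above a per-plate cutoff, the plate's mean sample inhibition plus 3 SD, cut at about 24% in these data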;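 further: 0% = DMSO plus EC80 ATP and 100% = DMSO alone without ATP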
M1 antag = human M1 muscarinic receptor antagonists, primary screen, CHO-K1 cells, Fluo-8 calcium fluorescence, 1536-well; CHO-K1 hM1, ACh EC80 antagonist; actives 1.3% (n = 360,000); AID 588852, 2011; inhibition, % at 3 µM; Muscarinic acetylcholine receptor M1 (Homo sapiens), P11229;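 active means percent inhibition above its own plate's cutoff, namely the mean of that plate's compound wells plus 3 SD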;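 further: peak over basal fluorescence ratio during 140 s after agonist addition; 0% = ACh EC80 plus DMSO and 100% = DMSO alone without agonist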
CHO parental Ca = ATP-evoked calcium signal inhibitors, parental CHO, primary screen, counter-screen for OX1R antagonist project, cell-based, fluorescence, Fluo-8 calcium dye | parental CHO-K1, ATP-induced calcium, Fluo-8 fluorescence | inhibition, % at 5.6 µM | actives 0.63% (n = 330,000) | AID 463079, 2010;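 active means inhibition above that plate's mean sample inhibition plus 3 SD, cut at about 26% in these data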;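 further: 0% = ATP-challenged DMSO wells and 100% = DMSO wells without ATP; some compounds past the cut are filed as inactive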
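test system = CHO parental line | reagent = ATP stimulus | measured by = intracellular calcium via Fluo-8 no-wash fluorescent dye | control set = ATP and no-ATP DMSO wells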
M1 PAM parental = nonselective calcium activators in parental CHO-K1 cells, primary screen, counter-screen for M1 PAM project, cell-based, Fluo-8 calcium fluorescence, full deck, 1536-well; ATP EC20; 0% at ATP EC20, 100% at ATP max; activation, % at 3 µM; actives 0.02% (n = 360,000);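 active means activation above the run cutoff, the mean activation of all test compounds plus 3 SD, cut at about 40% in these data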;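 further: peak over basal fluorescence ratio in a 140 s read after ATP addition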
TAAR1 antag = human TAAR1 antagonists, primary screen, Fluo-8 calcium fluorescence, CHO RD-HGA16 cells. Trace amine-associated receptor 1 (Homo sapiens), Q96RJ0. antagonist. actives 1.5% (n = 360,000). inhibition, % at 3 µM. AID 624466, 2012;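 active means inhibition above a per-plate cutoff, the mean inhibition of test compounds on that plate plus 3 SD, cut at about 49% in these data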;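 further: 0% = DMSO plus EC80 beta-PEA response and 100% = DMSO alone without agonist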
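Material: RD-HGA16 CHO cells with stable hTAAR1 and Gα16; Dosing: single nominal final test compound concentration of 3 µM; Schedule: seeding 17-24 h prior, 75-min 37 °C, 30-min RT dye loading; Detection: kinetic Fluo-8 calcium fluorescence measurement; Measure: % inhibition from peak post-agonist over basal fluorescence ratio; Benchmarks: vehicle and agonist controls.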
CHO-K1 Ca ag = counter-screen for M1 agonists: effect in parental CHO-K1 cells; Fluo-8 calcium fluorescence; scaled to maximal ATP response, vehicle zero; activation, % at 3 µM; actives 0.48% (n = 360,000); AID 602248, 2012; in the data active means activation above about 15%;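 further: untransfected CHO-K1 host cells lacking M1 receptor as counterscreen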
TAAR1 agonist = human TAAR1 agonists, primary screen, Fluo-8 calcium fluorescence, CHO RD-HGA16 cells; activation, % at 3 µM; actives 0.99% (n = 360,000); AID 624467, 2012; vehicle wells 0%, saturating PEA agonist 100%; Trace amine-associated receptor 1 (Homo sapiens), Q96RJ0;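 active means activation above the mean activation of all test compounds in the run plus 3 SD, cut at about 38% in these data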
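System: CHO-derived RD-HGA16 cells with stable Gα16 and human TAAR1. Times: 17-24 h plating, Fluo-8 75 min 37 °C, 30 min RT. Measured by: calcium-sensitive Fluo-8 signal, excitation 470-495, emission 515-575 nm. Read-out basis: % activation relative to PEA EC100 response. Control set: DMSO and PEA EC100. Repeats: no replicates (n 1).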
Starred values were filed as active, the others as inactive; · = not tested or not shown. Rows are unselected; about 4.2% have a hit in one of these screens.

SMILES	OXTR potentiate	CHRM1 agonist	CHO-K1 Ca antag	M1 antag	CHO parental Ca	M1 PAM parental	TAAR1 antag	CHO-K1 Ca ag	TAAR1 agonist
COc1ccccc1CNC(=O)COC(=O)c1cc([N+](=O)[O-])ccc1N1CCOCC1	-1	-3	4	6	-18	7	-20	2.2	1
COC(=O)C1=C(C)NC(=S)NC1c1ccc(-c2cccc(Cl)c2)o1 (stereo not given)	-6	0	-10	-11	-20	9	-18	-0.1	5
S=C(Nc1ccc(Cl)cc1)N1CCCC1	-9	-6	-7	-3	-1	16	-11	0.1	3
O=C(c1ccc(OC2CCN(C/C=C/c3ccc(F)cc3)CC2)cc1)N1CCCCC1	-8	-7	5	29	-18	17	-19	2.1	5
O=C(c1ccco1)N1CCN(c2nc(C(F)(F)F)nc3c2nnn3Cc2ccccc2)CC1	-6	-1	-15	-4	-16	1	10	0.4	3
CCOC(=O)c1ccc2c(c1)nc(SCC(=O)NC(C)C)n2CC	2	-7	-4	-11	-13	18	9	0.6	-1
C#CCOCCOCCOCCNc1nc(N2CCOCC2)nc(N2CCN(C(=O)[C@H](CCC(=O)O)n3cc(C(N)[C@H](C)CC)nn3)CC2)n1 (stereo not given in full)	-20	-1	-10	1	2	5	12	0.6	3
CC(C)Cn1c(SCC(=O)Nc2cccc(S(N)(=O)=O)c2)nc2ccccc2c1=O	-13	-3	-15	12	-9	-10	-2	1.3	0
COc1ccc(-n2nc3c(c2NC(=O)C2CCCC2)CS(=O)(=O)C3)cc1	-2	-3	-5	-1	-13	12	2	1.3	0
CCCn1c(C2CCCN2c2nc(-c3ccc(C)cc3)cs2)nc2ccccc21 (stereo not given)	2	-6	-9	1	-24	13	-9	-0.5	16

Brought forward from above: 3 entries; new compounds follow.
SMILES	OXTR potentiate	CHRM1 agonist	CHO-K1 Ca antag	M1 antag	CHO parental Ca	M1 PAM parental	TAAR1 antag	CHO-K1 Ca ag	TAAR1 agonist
CC(C)Cn1c(SCC(=O)Nc2cccc(S(N)(=O)=O)c2)nc2ccccc2c1=O	-13	-3	-15	12	-9	-10	-2	1.3	0
COc1ccc(-n2nc3c(c2NC(=O)C2CCCC2)CS(=O)(=O)C3)cc1	-2	-3	-5	-1	-13	12	2	1.3	0
CCCn1c(C2CCCN2c2nc(-c3ccc(C)cc3)cs2)nc2ccccc21 (stereo not given)	2	-6	-9	1	-24	13	-9	-0.5	16
CS(=O)(=O)Nc1ccccc1C(=O)NCCSc1ccccc1	-11	-3	-7	-8	-7	13	-8	0.4	5
CC(CNC(=O)CCc1ccccc1)NC(=O)CCc1ccccc1 (stereo not given)	-15	-3	-4	-6	-4	-1	-22	0.7	3
N#CC1=C(N)Oc2n[nH]c(-c3cccs3)c2C1C1C=CCCC1 (stereo not given)	-13	-4	-3	-30	-8	15	-10	-0.6	11
Cc1cc(C)nc(Nc2cccc(C(F)(F)F)c2)n1	-3	-4	12	6	-20	-21	-27	-0.8	7
Cc1ccc2cc(CN(CC3CCCO3)C(=O)Nc3ccccc3F)c3nnnn3c2c1 (stereo not given)	-2	-6	-5	-10	6	-3	-12	-0.2	8
COc1cccc(NC(=O)CN(C)C(=O)/C=C/c2cn(-c3ccccc3)nc2-c2cccs2)c1	·	-2	15	12	·	-30	34	1.2	5
O=C(NCCCN1CCCC1=O)c1cccc(N2CCCC2=O)c1	3	-4	6	2	-5	5	4	0.4	2
NC(=O)CC(NC(=O)Cc1cccc2ccccc12)c1ccc(NCCN2CCCCC2)c([N+](=O)[O-])c1 (stereo not given)	-9	-8	0	-1	-6	9	11	-0.4	7
CCOC(=O)C[N+](CC)(CC)CC#Cc1ccccc1	-3	-12	12	15	4	-6	1	0.7	3
Cc1cc(C)nc(N/C(=N\S(=O)(=O)Cc2ccccc2)Nc2ccccc2Br)n1	-11	-7	-14	-12	6	25	-12	0.6	3
CN1CCN(c2ccc(CNC(=O)c3ccc(-c4ccnn4C)c4ccoc34)cc2)CC1	·	-4	15	-3	·	-15	-11	0.2	2
Cc1ccc(-c2csc3ncnc(N4CCc5ccccc5C4)c23)cc1	1	-5	-5	4	-22	14	3	0.5	-2
CN1CCC(=NNc2ccc(S(=O)(=O)N3CCOCC3)cc2[N+](=O)[O-])CC1	-6	-8	-10	2	-20	22	5	0.6	-1

Arranged by heavy-atom count (low to high): 3 of the compounds above.
SMILES	OXTR potentiate	CHRM1 agonist	CHO-K1 Ca antag	M1 antag	CHO parental Ca	M1 PAM parental	TAAR1 antag	CHO-K1 Ca ag	TAAR1 agonist
CC(CNC(=O)CCc1ccccc1)NC(=O)CCc1ccccc1 (stereo not given)	-15	-3	-4	-6	-4	-1	-22	0.7	3
Cc1cc(C)nc(N/C(=N\S(=O)(=O)Cc2ccccc2)Nc2ccccc2Br)n1	-11	-7	-14	-12	6	25	-12	0.6	3
COc1cccc(NC(=O)CN(C)C(=O)/C=C/c2cn(-c3ccccc3)nc2-c2cccs2)c1	·	-2	15	12	·	-30	34	1.2	5

Molecules above with two or more sulfur atoms (two):
SMILES	OXTR potentiate	CHRM1 agonist	CHO-K1 Ca antag	M1 antag	CHO parental Ca	M1 PAM parental	TAAR1 antag	CHO-K1 Ca ag	TAAR1 agonist
CC(C)Cn1c(SCC(=O)Nc2cccc(S(N)(=O)=O)c2)nc2ccccc2c1=O	-13	-3	-15	12	-9	-10	-2	1.3	0
CS(=O)(=O)Nc1ccccc1C(=O)NCCSc1ccccc1	-11	-3	-7	-8	-7	13	-8	0.4	5

Screening data deposited in PubChem by The Scripps Research Institute Molecular Screening Center.
